Screens as filed in PubChem.
NPSR antagonist = neuropeptide S receptor (human) antagonism, cAMP; 220,000 tested, 1% active; Potency, µM (series often up to 38.3 µM), for inactives: top-dose activity change, negative = inhibition, most hits filed as inhibitors; CHO-NPSR cells, cAMP TR-FRET, antagonist mode; further: potency means the concentration at half of the fitted maximal effect; on the % scale 0 is the no-effect control and ±100 the full control effect; nearly all actives have a fitted effect of over 50% in size; many of its hits are not listed in these tables
Target sequence (Q6W5P4 whole entry, looked up): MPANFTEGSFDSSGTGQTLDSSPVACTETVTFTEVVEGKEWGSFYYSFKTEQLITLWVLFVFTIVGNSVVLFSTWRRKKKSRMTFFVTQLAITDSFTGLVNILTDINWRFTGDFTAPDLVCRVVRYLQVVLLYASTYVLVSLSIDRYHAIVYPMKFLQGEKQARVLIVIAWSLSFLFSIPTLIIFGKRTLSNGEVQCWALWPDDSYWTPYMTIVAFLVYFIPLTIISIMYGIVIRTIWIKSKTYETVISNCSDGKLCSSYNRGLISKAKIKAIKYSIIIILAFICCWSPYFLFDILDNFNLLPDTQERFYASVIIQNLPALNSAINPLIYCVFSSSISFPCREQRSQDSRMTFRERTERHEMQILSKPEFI
IMPase Li inh = IMPase inhibition in cells with lithium potentiation | CHO-M1 cells, IP1 TR-FRET (IP-One), carbachol + lithium | Potency, µM (titrated, usually from 59.4 µM), inactives show at the top dose activity, negative = IMPase inhibition, usual class: inhibitors | 210,000 tested, 0.35% active;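 further: IP1 builds up when IMPase is blocked and the TR-FRET signal falls; potency means the concentration at half of the fitted maximal effect; plate controls were basal vehicle for no effect and high inhibitor control for full effect; nearly all actives have a fitted effect of over 50% in size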
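Steps: plate 2000 CHO-M1 cells per well and culture 16–30 h; add compound and lithium; incubate 30 min, 37C; add d2-IP1 tracer and Eu cryptate anti-IP1 antibody in lysis buffer; read after 10 min at room temperature.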
CBFb RUNX1 block = inhibitors of human CBF-beta and RUNX1 interaction | AlphaScreen CBFb-His/RUNX1-biotin binding, biochemical | Potency, µM (highest dose often 59.8 µM), without a hit: top-dose activity, negative = inhibition, actives largely listed as inhibitors | 230,000 tested, under 10 active | AID 1477; further: % of control where 0% means no effect
Target sequence (Q01196 whole entry, looked up): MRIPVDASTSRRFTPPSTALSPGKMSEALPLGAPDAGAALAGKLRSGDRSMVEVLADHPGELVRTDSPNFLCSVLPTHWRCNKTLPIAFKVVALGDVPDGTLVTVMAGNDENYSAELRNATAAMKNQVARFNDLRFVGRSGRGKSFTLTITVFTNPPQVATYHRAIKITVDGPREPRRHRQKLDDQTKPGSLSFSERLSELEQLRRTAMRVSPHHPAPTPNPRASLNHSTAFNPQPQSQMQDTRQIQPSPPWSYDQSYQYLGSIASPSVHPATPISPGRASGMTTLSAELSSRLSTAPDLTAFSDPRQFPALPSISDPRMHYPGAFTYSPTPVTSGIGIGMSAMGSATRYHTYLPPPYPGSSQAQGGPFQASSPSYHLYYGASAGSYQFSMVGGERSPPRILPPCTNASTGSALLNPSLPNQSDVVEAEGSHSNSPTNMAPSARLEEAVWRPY
Target sequence (Q13951 whole entry, looked up): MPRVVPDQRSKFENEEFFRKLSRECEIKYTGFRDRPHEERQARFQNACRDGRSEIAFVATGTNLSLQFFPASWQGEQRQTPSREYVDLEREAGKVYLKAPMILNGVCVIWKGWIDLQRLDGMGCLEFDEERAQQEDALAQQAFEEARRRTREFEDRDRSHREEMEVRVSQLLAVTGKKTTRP
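CBFb-His/RUNX1-biotin, 30 nM each, preincubated 20 min RT; compound 15 min RT; Ni + streptavidin beads 50 ng each, 90 min RT; AlphaScreen read.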
KinaseGlo FLuc = Kinase-Glo luciferase inhibition (counter-screen); Q27757; Kinase-Glo luciferase, ATP luminescence, 8 min; Potency, µM (doses to about 38.3 µM), inactives show top-dose activity change, negative = inhibition, actives largely listed as inhibitors; 200,000 tested, 0.28% active; AID 1379; further: potency means the concentration at half of the fitted maximal effect; on the % scale 0 is the no-effect control and ±100 the full control effect; nearly all actives have a fitted effect of over 60% in size
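Compounds were added to a substrate mix at pH 7.2 (50 mM imidazole, 10 uM ATP, within the enzyme's linear range), followed by Kinase-Glo detection reagent; luminescence was measured after 8 minutes at ambient temperature.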
HttQ103 aggreg = mutant huntingtin aggregation inhibition; PC12 HttQ103-GFP aggregates, Acumen cytometry, 40 h; Potency, µM (titrated, usually from 46.1 µM), for the others: top-dose activity change, negative = inhibition, actives largely listed as inhibitors; 220,000 tested, 1.1% active; further: potency means the concentration at half of the fitted maximal effect; on the % scale 0 is the no-effect control and ±100 the full control effect; nearly all actives have a fitted effect of over 60% in size
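Read-out: GFP aggregate count by laser scanning cytometer (488 nm excitation, 500-530 nm emission, 1–25 µm objects >6 SD above background). Cells: PC12, inducible HTTex1-Q103-GFP, 100 nM tebufenozide; compounds titrated.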
L3MBTL1 block = blocks human L3MBTL1; Q9Y468; AlphaScreen L3MBTL1–H3K9me1 peptide binding; Potency, µM (doses to about 57.1 µM), without a hit: at the top dose activity, negative = inhibition, most hits filed as inhibitors; 230,000 tested, 0.66% active; AID 485360; further: potency means the concentration at half of the fitted maximal effect; on the % scale 0 is the no-effect control and ±100 the full control effect; nearly all actives have a fitted effect of over 60% in size
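L3MBTL1 (50 nM) pre-complexed 30 min with biotinylated H3(1-15)K9me1 peptide (75 nM), then compounds added for 30 min at room temperature; AlphaScreen streptavidin donor/nickel chelate acceptor beads (10 ug/mL final) read after 30 min dark incubation.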
Epigenetic reg = derepresses silenced GFP reporter in murine cells; 280,000 tested, 0.2% active; Potency, µM (series often up to 53.9 µM), for the others: top-dose GFP activation, hits mostly activators; murine LDR cells, GFP reporter derepression, 30 h; further: potency means the concentration at half of the fitted maximal effect; % of control where 0% means no effect; nearly all actives have a fitted effect of over 60% in size
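GFP-positive cell count by laser-scanning cytometry (objects 20–120 um) after 30 h, 37 C compound exposure of murine LDR cells; reporter is CMV-GFP integrated at a silenced locus, inducible by HDAC or DNMT inhibitors.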
* marks the source's active call; other numbers are inactive results; ? = inconclusive; . = not tested or not shown; & = joins results of further samples; [ ] = remark or other dose. The call rests on the fitted dose curve; in most records, active means well fitted curve in the direction sought with a large enough effect; inconclusive means small, poorly fitted or top-dose-only effect, or another doubt; inactive means no such curve, though single readings can be large; an effect the other way counts as inactive or inconclusive. These rows are one share of the data (hit frequency here may not be typical).

Compound | KinaseGlo FLuc | L3MBTL1 block | HttQ103 aggreg | CBFb RUNX1 block | NPSR antagonist | IMPase Li inh | Epigenetic reg
CCOc1ccc(CN2CCN(c3cc(C)nc4c5c(C)cc(C)nc5nn34)CC2)cc1 | -1% | 6%[11.4 µM] | 8% | 12% | -9%[46.1 µM] | 31%[activator][38.3 µM] | 17%
COc1ccc(NC(=O)CSc2nnc(CN3CCOCC3)n2-c2ccccc2)cc1Cl | 4% | -5% | -2% | 9% | -11%[46.1 µM] | -5%[38.3 µM] | -17%
O=C(NC1CCN(C(=S)NCCc2ccccc2)CC1)C1CCCCC1 | 0% | . | 4% | 4% | -5% | -13% | -2.8%
O=C(/C=C/c1cccc([N+](=O)[O-])c1)NCC1CCCO1 (configuration not stated) | 3% | -12% | 5% | -4% | -17%[46.1 µM] | 17%[38.3 µM] | -2.2%
CN(C(=O)c1cc(-n2cnnc2)ccc1Cl)c1ccccc1 | -2% | 2% | 3% | -1% | 10% | -2% | -1.0%
NC(=O)c1c(NC(=O)CCCn2cnc([N+](=O)[O-])n2)sc2c1CCCC2 | 0% | -7% | 19% | -10% | 6% | 5% | -0.4%
CCNC(=S)N/N=C/c1ccc(C(=O)O)cc1 | ? | -17% | 14% | -1% | 17% | -9% | 1.7%
COc1ccc(OC)c(C(c2nnnn2CCC(C)C)N2CCN(C(=O)c3ccco3)CC2)c1 (configuration not stated) | 14% | 0% | -12% | 4% | ? | 8%[38.3 µM] | -2.6%
CCOC(=O)c1sc(NC(=O)c2ccc(S(=O)(=O)N(C)C)cc2)cc1C | 2% | . | -4%[9.22 µM] | -1% | -24%[46.1 µM] | -7%[38.3 µM] | 14%
CCN(CC)S(=O)(=O)c1ccc(N2CCOCC2)c(NC(=O)CCC2CCCCC2)c1 | -5% | 36%[activator] | -20% | -7% | -56% | 2% | 1.0%
CN(Cc1ccccc1)C(=O)COC(=O)c1ccc(Cl)c(N)c1 | 1% | -6% | 8% | -2% | 6% | -4% | 4.2%
CCCCNC(=O)c1ccccc1NC(=O)CCSc1ccccc1 | 7% | 39%[activator] | -4% | -4% | -25%[46.1 µM] | 26% | 0.0%
Cc1ccc(C(=O)OC2OC(=O)C(Cl)=C2N2CCOCC2)cc1 (configuration not stated) | 3% | 0% | -1% | 16% | 49% | 2% | -3.2%
CCOC(=O)N/N=C\c1ccc(OC(=O)c2ccco2)cc1 | -11% | . | -11% | ? | 20% | -2% | -1.1%
CN(c1ccccc1)c1nc(N2CCCC2)nc(-n2ccnc2)n1 | . | -6% | 9% | -1% | -24%[46.1 µM] | . | -1.0%
CCNCCCNCCCCNCCCNCC | -1% | . | . | 4%[21.7 µM] | . | 10% | -3.2%
CCOC(=O)CSc1nnc(CNc2ccc(Cl)cc2)n1-c1ccccc1 | 0% | 29% | 9% | -13% | -29%[46.1 µM] | 6%[38.3 µM] | -1.8%
COc1ccc(/C=C2\SC(=O)N(CCNC(=O)Cc3coc4cc(C)ccc34)C2=O)cc1OC | -4% | -22% | -10% | 5% | 12% | 6% | 11%
CC(C)CNC(=O)COC(=O)c1cc(S(=O)(=O)N(C)C)ccc1N1CCCC1 | 4% | -16% | 4%[9.22 µM] | -10% | 7% | 10% | -6.2%
Cc1nn(C)cc1C1Nc2ccccc2C(=O)N1O (configuration not stated) | 2% | 2% | 26% | 5% | -4%[46.1 µM] | -3% | -2.0%
CC(Sc1nncn1C)C(=O)Nc1ccc(S(N)(=O)=O)cc1 (configuration not stated) | . | 6% | -5%[9.22 µM] | 0% | -13% | . | 1.1%
CCOC(=O)C1(Cc2ccccc2C)CCCN(C(=O)c2cc(CC)nn2C)C1 (configuration not stated) | 3% | -6% | 7%[9.22 µM] | 9% | 6% | 16% | 0.0%
Cc1csc(SCC(=O)NCc2cccs2)n1 | -2% | -6% | 3% | 5% | 1%[46.1 µM] | -6%[38.3 µM] | -0.7%
NC(=O)CSc1nc(-c2ccccc2Cl)ns1 | -7% | 0% | 3% | 3% | 5%[46.1 µM] | -12% | -0.9%
C[C@@]1(O)CCOC(=O)C1 | 0%[17.1 µM] | . | . | 3%[21.7 µM] | . | 4% | -0.3%[16.9 µM]
CCn1c(SCC(=O)N2CC(=O)Nc3ccccc32)nnc1-c1ccoc1C | -1% | 4% | 4% | 0% | -1%[46.1 µM] | -8%[38.3 µM] | -0.2%
CN1N=C2c3ccccc3CCCC2C1c1ccc(F)cc1 (configuration not stated) | . | ? | 12%[9.22 µM] | 11% | ? | . | -1.1%
COc1ccc(-c2cc(=O)oc3cc(OC(=O)C4CCCCC4)ccc23)cc1 | -1% | 18% | ? | 12% | -11% | -5% | 0.0%
CCCCNC(=O)c1cc2c(C)cc(C)cc2[nH]1 | . | . | 0%[9.22 µM] | 17% | -7% | . | -4.0%
CCCCn1nc(C(=O)Nc2cc(S(=O)(=O)N(C)C)ccc2C)c2ccccc2c1=O | . | . | 0%[9.22 µM] | 7% | 6% | . | 2.4%
Cc1ccc(CNC(=O)C2CC(=O)N(C3CCCCCC3)C2)cc1 (configuration not stated) | 3% | . | 1% | -12% | 21% | 4% | 0.0%
COC(=O)N1C2=C(c3ccccc3[C@@H]1CC(=O)Nc1ccc3ccc4cccc5ccc1c3c45)[C@@H]1C(=O)N(c3ccccc3)C(=O)[C@@H]1[C@H](C)C2 | -7%[7.66 µM] | . | . | 3%[13.1 µM] | . | 10% | .
CCc1nnc(NS(=O)(=O)c2ccc(NC(=S)NC(=O)/C=C/c3ccc(F)cc3)cc2)s1 | 0% | -14% | 29% | -13% | 10µM* | 7% | -1.1%
Cc1cc(C)c(S(=O)(=O)N2CCCOC2CNC(=O)C(=O)NCCc2c[nH]c3ccccc23)c(C)c1 (configuration not stated) | -2% | -3% | 8% | -22% | -11% | 6% | 0.0%
O=c1c2c3c(sc2ncn1/N=C/c1ccc([N+](=O)[O-])o1)CCCC3 | -1% | -5% | 8% | 4% | ? | 13%[38.3 µM] | ?
CCc1cccc2c(C=C(C#N)C#N)cn(CC(=O)N3CCCCCC3)c12 | -7% | -3% | 6% | 1% | -7%[46.1 µM] | ? | 2.5%
COC(=O)c1ccc(C23CC4(C2)[C@H](CN(CC2CCCCC2)[C@@H]4c2ccccc2)C3c2ccc(C(F)(F)F)cc2)cc1 (some centres not stated) | -1% | . | ? | 3%&6% | 2% | 5% | 5.2%&0.0%
Cc1ccc(C2=NOC(=O)/C2=C\C=C\c2ccccc2)cc1 | -9% | -27% | 25% | -16% | 10µM* | 25% | 1.1%
COc1ccc(N2CCN(S(=O)(=O)c3cccc4cccnc34)CC2)cc1 | 3% | -20% | 1% | -10% | -9%[46.1 µM] | 12%[38.3 µM] | 1.7%
O=C(Cn1c(=O)oc2cc(S(=O)(=O)N3CCc4ccccc43)ccc21)N1CCCCC1 | -3% | 11% | -22% | -1% | -11%[46.1 µM] | 7%[38.3 µM] | 0.2%
Cc1c(N=NC2=C(O)CCCC2=O)c(=O)n(-c2ccccc2)n1C | -1% | -8% | 22% | 13% | 2% | 12% | 10%
C=CCOc1ccc(Br)cc1/C=N/O | 5% | . | -6%[9.22 µM] | 3% | -12%[46.1 µM] | -13%[38.3 µM] | -3.0%
OC(CNCC1CCCO1)Cn1c2ccc(Cl)cc2c2cc(Cl)ccc21 (configuration not stated) | -6% | -5% | 10% | -3% | ? | 1%[38.3 µM] | 1.1%
O=C(CS(=O)(=O)c1cn(Cc2ccc(Cl)cc2)c2ccccc12)N1CCCC1 | 2% | -1% | -4% | 1% | -17%[46.1 µM] | -1%[38.3 µM] | 1.7%
COC(=O)CSc1ccc(C#N)c(SCC(=O)OC)c1 | -5% | 21% | 6% | -2% | -11%[46.1 µM] | -7%[38.3 µM] | -0.9%
O=c1cc(-c2ccccc2Cl)oc2cc(O)cc(O)c12 | 0% | -4% | -7% | 10%[2.36 µM] | -14% | 1% | 11%
CCCCSc1ccc2nc(-c3ccc(C#N)cc3)cn2c1 | 6% | 12% | -3% | 17% | -29%[46.1 µM] | -11%[38.3 µM] | -2.3%
Cc1ccc2[nH]c(C)c(CCNC(=O)c3c(N)no[n+]3[O-])c2c1 | -1% | . | 6% | -10% | 0% | 11% | -1.5%
Cc1ccc(S(=O)(=O)N2CCN(CCC#N)CC2)cc1 | 4% | ? | 3% | -13% | 4% | -10% | -1.7%
COc1ccc(-n2c(SCc3ccc(C#N)cc3)nnc2-c2ccccn2)cc1 | 5% | -15% | -4% | 0% | -3%[46.1 µM] | 23%[38.3 µM] | 0.0%
CC(C)NC(=O)N(O)C1N(C(C)C)C(=O)N(Cc2ccc3c(c2)OCO3)C1(C)C (configuration not stated) | . | 5% | -6%[9.22 µM] | 5% | -17% | . | 3.2%
O=C(/C=C/c1ccco1)NC(=S)Nc1ccc(O)c(-c2nc3ccccc3s2)c1 | 2% | ? | 23% | -6% | 1µM* | 3% | -1.0%
CC(C)[C@H](NC(=O)c1ccccc1)C(=O)OCc1nnc(-c2ccccc2)o1 | -3% | . | 13% | 6% | -11% | 19% | 1.8%
CC(=O)c1cc(-c2ccccc2)n(CC(=O)N2CCCCC2)c1C | 14% | . | 0% | -5% | -9%[46.1 µM] | 1%[38.3 µM] | 1.8%
Cn1c(=O)[nH]c(=O)c2c1nc(NCc1ccccc1)n2CCCc1ccccc1 | 0% | 0% | -5% | 10% | -4%[46.1 µM] | -1%[38.3 µM] | 1.9%
Cc1ccc(S(=O)(=O)N2CCN(S(=O)(=O)N(C)C)CC2)c(C)c1 | -1% | . | -16% | 4% | -1%[46.1 µM] | 20%[38.3 µM] | 0.0%

Two compounds drawn at random from the list so far, as already listed:
Compound | KinaseGlo FLuc | L3MBTL1 block | HttQ103 aggreg | CBFb RUNX1 block | NPSR antagonist | IMPase Li inh | Epigenetic reg
Cn1c(=O)[nH]c(=O)c2c1nc(NCc1ccccc1)n2CCCc1ccccc1 | 0% | 0% | -5% | 10% | -4%[46.1 µM] | -1%[38.3 µM] | 1.9%
COc1ccc(-n2c(SCc3ccc(C#N)cc3)nnc2-c2ccccn2)cc1 | 5% | -15% | -4% | 0% | -3%[46.1 µM] | 23%[38.3 µM] | 0.0%

Single values from the results shown.
For Epigenetic reg, C=CCOc1ccc(Br)cc1/C=N/O has -3.0%
For KinaseGlo FLuc, Cc1ccc(S(=O)(=O)N2CCN(CCC#N)CC2)cc1 has 4%
